NLRP3 yeast inh: NALP3 inhibition in yeast; Yeast reconstituted NLRP3/ASC/caspase-1, beta-gal luminescence, 24 h; 330,000 compounds, 0.39% hits; inhibition, % at 10 µM; AID 2825;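 active = inhibition of 50% or more; inactive = inhibition below 50%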;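 note: plate controls were induced DMSO wells for no effect and uninduced yeast grown without galactose for full effect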
tim10-1 inh: growth inhibitors of tim10-1 mutant yeast | inhibition, % at 20 µM | S. cerevisiae tim10-1 ts strain growth, BacTiter-Glo, 24 h | 330,000 compounds, 2.2% hits | AID 463190;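 active = inhibition of at least 40%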;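 note: mutant grown at 25 °C; 0% = DMSO wells with yeast and 100% = wells holding no yeast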
mIAP activ: increases mouse intestinal alkaline phosphatase activity | activation factor at 10 µM | muIAP, CDP-Star luminescence, 30 min; stronger effect = higher value; 1 = vehicle-only enzyme signal, 0 = enzyme-free wells | AID 2805 | 330,000 compounds, 0.24% hits;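 active = activation factor of at least 2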; note: the source names both 10 and 20 µM as test concentration; values of inactives mirror those of a sister screen read the other way
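Assay system: mouse IAP enzyme; reagent: chemiluminescent substrate CDP-Star; dosing: test compounds delivered from DMSO solution; schedule: 30 min at room temperature; measured by: luminescence from enzymatic CDP-Star hydrolysis; controls: DMSO-only wells and no-enzyme negative control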
APOBEC3G inh: blocks human APOBEC3G single-stranded DNA deamination; Q9HC16; inhibition, % at 20 µM; 330,000 compounds, 0.28% hits; recombinant A3G, ssDNA deamination FAM/TAMRA fluorescence;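 active = inhibition of at least 40% at 20 µM, with no more than 30% in the related APOBEC3A deaminase screen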;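 note: plate controls were DMSO wells with A3G for no effect and wells lacking A3G enzyme for full effect; some compounds called inactive have numbers as strong as hits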
Target sequence (Q9HC16 whole entry, looked up): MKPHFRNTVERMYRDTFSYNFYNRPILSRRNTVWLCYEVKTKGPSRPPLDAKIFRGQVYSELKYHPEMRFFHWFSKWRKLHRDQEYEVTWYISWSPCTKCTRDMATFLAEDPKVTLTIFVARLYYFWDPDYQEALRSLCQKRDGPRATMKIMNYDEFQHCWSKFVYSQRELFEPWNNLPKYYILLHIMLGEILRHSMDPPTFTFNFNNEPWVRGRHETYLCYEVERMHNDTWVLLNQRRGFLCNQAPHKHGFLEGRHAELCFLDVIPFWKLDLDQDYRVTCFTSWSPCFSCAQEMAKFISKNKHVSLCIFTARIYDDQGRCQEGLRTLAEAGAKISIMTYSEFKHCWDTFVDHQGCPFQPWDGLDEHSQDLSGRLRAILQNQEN
MIN6 prolif: MIN6 beta-cell proliferation induction. MIN6 cells proliferation, ATPlite luminescence, 48 h; cells starved in 0.2% serum; 100% = growth in 10% serum. proliferation, % at 10 µM. 330,000 compounds, 0.29% hits;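 active = compounds whose signal lies at least 3.5 SD above the mean of all wells on their plate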;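 note: 0% = DMSO-treated cells in low-serum medium and 100% = 10% serum control; some compounds called inactive have numbers as strong as hits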
hIAP block: blocks human intestinal alkaline phosphatase. inhibition, % at 10 µM. 330,000 compounds, 0.12% hits. purified IAP, CDP-Star luminescence, 30 min;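 active = inhibition reaching a set limit with compound at 10 µM in the primary screen, cut at about 35% in these data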;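 note: plate controls were DMSO wells with enzyme for no effect and no-enzyme buffer wells for full effect; values of inactives mirror those of a sister screen read the other way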
Target sequence (P09923 whole entry, looked up): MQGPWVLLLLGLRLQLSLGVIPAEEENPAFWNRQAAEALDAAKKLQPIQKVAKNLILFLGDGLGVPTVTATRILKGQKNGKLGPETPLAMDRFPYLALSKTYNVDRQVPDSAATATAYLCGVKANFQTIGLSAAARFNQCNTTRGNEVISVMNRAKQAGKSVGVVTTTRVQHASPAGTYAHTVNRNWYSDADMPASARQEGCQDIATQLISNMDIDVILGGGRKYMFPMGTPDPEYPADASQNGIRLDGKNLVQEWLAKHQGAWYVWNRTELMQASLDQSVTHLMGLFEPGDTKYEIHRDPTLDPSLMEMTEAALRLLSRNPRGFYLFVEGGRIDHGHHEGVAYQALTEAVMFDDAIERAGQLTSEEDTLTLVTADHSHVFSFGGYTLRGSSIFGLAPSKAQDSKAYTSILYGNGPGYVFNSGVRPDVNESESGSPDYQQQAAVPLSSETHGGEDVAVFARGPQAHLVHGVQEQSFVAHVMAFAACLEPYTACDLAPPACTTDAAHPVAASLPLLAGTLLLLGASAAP
A3A deaminase: inhibitors of human APOBEC3A DNA deaminase | P31941 | recombinant A3A, FAM/TAMRA ssDNA deamination fluorescence | inhibition, % at 20 µM | 330,000 compounds, 0.41% hits;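 active = at least 40% inhibition at 20 µM here, with at most 30% in a related deaminase screen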;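 note: plate controls were A3A with DMSO for no effect and wells lacking A3A enzyme for full effect; some results filed as inactive read as strong as hits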
Target sequence (P31941 whole entry, looked up): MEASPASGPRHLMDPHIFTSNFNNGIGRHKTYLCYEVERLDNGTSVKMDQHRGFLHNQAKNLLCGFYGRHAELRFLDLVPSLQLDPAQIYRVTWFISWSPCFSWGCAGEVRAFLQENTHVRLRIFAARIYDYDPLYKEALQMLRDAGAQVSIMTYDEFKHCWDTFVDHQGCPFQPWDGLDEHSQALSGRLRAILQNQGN
mIAP block: blocks mouse intestinal alkaline phosphatase; purified mouse IAP, CDP-Star luminescence, 30 min; AID 2806; 330,000 compounds, 0.2% hits; inhibition, % at 10 µM;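 active = inhibition of at least 40% at 10 µM in the primary screen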;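 note: plate controls were DMSO with enzyme for no effect and no enzyme wells for full effect; values of inactives mirror those of a sister screen read the other way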
TIM10 inh: growth inhibitors of TIM10 yeast strain; AID 463195; inhibition, % at 10 µM; S. cerevisiae TIM10 strain growth, BacTiter-Glo luminescence, 24 h; 330,000 compounds, 1.4% hits;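 active = inhibition of 40% or more at the single tested concentration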;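 note: wild-type TIM10 isogenic control strain grown at permissive 25 °C; 0% = DMSO yeast wells and 100% = minimal medium wells without yeast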
An asterisk follows results filed as active; & = joins results of further samples.

Sample of the layout, 4 compounds:
SMILES | NLRP3 yeast inh | tim10-1 inh | mIAP activ | APOBEC3G inh | MIN6 prolif | hIAP block | A3A deaminase | mIAP block | TIM10 inh
c1coc(CNCCc2c[nH]c3ccccc23)c1 | 8 | 6 | 1 | -1 | -1 | 5 | -7 | -5 | 10
CCCCCCn1c(N)c(C(=O)NCCN2CCOCC2)c2nc3ccccc3nc21 | 17 | 8 | 1.3 | -1 | -5 | -16 | -3 | -26 | 29
c1ccc(CCCN2CCN(CCOC(c3ccccc3)c3ccccc3)CC2)cc1 | 42 | -67 | 0.96 | -8 | -8 | 20 | -3 | 4 | -52
CCN(C(=O)CN1CC=C(c2ccccc2)CC1)c1c(N)n(Cc2ccccc2)c(=O)[nH]c1=O | -8 | 23 | 1 | -5 | 0 | -15 | 6 | -3 | 14

Results (from the top)
SMILES | NLRP3 yeast inh | tim10-1 inh | mIAP activ | APOBEC3G inh | MIN6 prolif | hIAP block | A3A deaminase | mIAP block | TIM10 inh
c1coc(CNCCc2c[nH]c3ccccc23)c1 | 8 | 6 | 1 | -1 | -1 | 5 | -7 | -5 | 10
CCCCCCn1c(N)c(C(=O)NCCN2CCOCC2)c2nc3ccccc3nc21 | 17 | 8 | 1.3 | -1 | -5 | -16 | -3 | -26 | 29
c1ccc(CCCN2CCN(CCOC(c3ccccc3)c3ccccc3)CC2)cc1 | 42 | -67 | 0.96 | -8 | -8 | 20 | -3 | 4 | -52
CCN(C(=O)CN1CC=C(c2ccccc2)CC1)c1c(N)n(Cc2ccccc2)c(=O)[nH]c1=O | -8 | 23 | 1 | -5 | 0 | -15 | 6 | -3 | 14
COC(=O)C1=C(c2cc3ccccc3o2)C[C@@H]2CC[C@H]1N2C(=O)NCc1cccc2ccccc12 | -3 | 30 | 0.98 | -1 | -8 | 5 | -1 | 2 | 29
OC[C@@H](O)CCl | 16 | -8 | 0.95 | -3 | 1 | 6 | 2 | 5 | 0
COC(=O)C1=C(c2ccc(F)cc2F)C[C@@H]2CC[C@H]1N2C(=O)NCCOc1ccc(OC)cc1 | 19 | 20 | 1.2 | -2 | 1 | -15 | -1 | -16 | -8
CC1CCCN(CC(=O)c2ccc(Cl)c(Cl)c2)C1 (stereo not drawn) | 15 | 4 | 1.1 | -1 | -2 | 4 | -1 | -7 | 6
CCN(c1ccc(C(O)(C(=O)OC)C(F)(F)F)cc1)S(=O)(=O)c1ccc(C)cc1 (stereo not drawn) | 5 | 11 | 1 | 3 | 1 | -10 | 6 | -2 | 12
CCC(=O)OC(Cc1ccccc1)(c1ccccc1)[C@H](C)CN(C)C (stereo partly drawn) | 10 | 5 | 0.93 | -3 | -1 | 4 | 1 | 7 | -7
Cc1cc(-c2ccccc2)cc(-c2ccccc2)[n+]1CCc1ccccc1 | 7 | 14 | 0.93 | -2 | -8 | 11 | -3 | 7 | 15
CN(C)c1ccc(C=C2C(=O)NC(=S)NC2=O)cc1[N+](=O)[O-] | 1 | -4 | 0.65 | 35 | -1 | -1 | 11 | 35 | -24
COc1ccc(SCC2CN(C)CCC2c2ccc(F)cc2)cc1 (stereo not drawn) | 23 | 10 | 1.1 | -4 | -3 | -14 | 0 | -8 | 13
CCC1C(c2ccccc2)NC(c2ccccc2)CC1(O)c1ccc(F)cc1 (stereo not drawn) | 16 | 7 | 1.1 | -3 | -3 | -6 | 0 | -15 | 6
CCC(=NCC1CCCO1)c1c(O)n(-c2ccccc2)c(=O)[nH]c1=O (stereo not drawn) | 14 | -4 | 1.1 | -8 | -3 | -16 | -1 | -6 | -12
O=C(Cc1ccc([N+](=O)[O-])cc1)N1CCN(Cc2ccc3c(c2)OCO3)CC1 | 1 | -5 | 1.1 | -3 | 1 | -8 | -1 | -10 | -10
CCc1ccc(N2C(=O)NC(=O)C(CCc3ccncc3)(CCc3ccncc3)C2=O)cc1 | 16 | 13 | 1.1 | -3 | 0 | -3 | -3 | -9 | -14
Cc1cccc(-n2c(-c3cccs3)nc3ccccc3c2=O)c1 | 1 | 15 | 1.1 | -4 | 1 | 14 | 11 | -5 | 8
Cc1cccc(N2CCc3c2nc2ccccc2c3N)c1 | 17&16 | 4&-10 | 0.94&0.98 | -4&-4 | -2&-2 | 1&10 | 1&0 | 6&2 | 5&3
CC(=O)OC1(c2ccccc2)CCN(C)C2CCCCC21 (stereo not drawn) | 6 | 0 | 1.1 | 1 | -1 | -5 | 0 | -9 | -3

The last 2 compounds of the section before are carried over, then new ones follow:
SMILES | NLRP3 yeast inh | tim10-1 inh | mIAP activ | APOBEC3G inh | MIN6 prolif | hIAP block | A3A deaminase | mIAP block | TIM10 inh
Cc1cccc(N2CCc3c2nc2ccccc2c3N)c1 | 17&16 | 4&-10 | 0.94&0.98 | -4&-4 | -2&-2 | 1&10 | 1&0 | 6&2 | 5&3
CC(=O)OC1(c2ccccc2)CCN(C)C2CCCCC21 (stereo not drawn) | 6 | 0 | 1.1 | 1 | -1 | -5 | 0 | -9 | -3
CCCCCCn1c(=O)c(C(=O)Nc2cnccn2)c(O)c2ccccc21 | 8 | -6 | 0.93 | -3 | -5 | 3 | -2 | 8 | 6
CCN1CCN(Cc2cc(OC)c3c(c2)OCO3)CC1 | 20 | 5 | 0.95 | -5 | -1 | -7 | -7 | 5 | -7
O=c1[nH]c(=O)n(CCc2ccccc2)c(O)c1C=NCc1ccc2c(c1)OCO2 | 14 | 0 | 0.96 | -3 | 2 | 8 | 0 | 4 | -11
O=C(c1cc(Br)ccc1Cl)N1CCC2(CC1)OCCO2 | 0 | 10 | 0.97 | -5 | 1 | -2 | 1 | 3 | -3
FC(F)(F)c1ccc2c(c1)ncn2C1CCN(Cc2nnnn2C2CCCCC2)CC1 | -6 | 7 | 0.88 | -6 | -2 | -1 | 0 | 12 | 9
CC(C)CC(=O)Nc1ccc(S(=O)(=O)N2CC3CC(C2)c2cccc(=O)n2C3)cc1 (stereo not drawn) | 4 | -7 | 1 | -3 | 0 | -3 | 1 | 0 | -4
Cc1cc(C)c(C2=NOC(O)(C(F)(F)F)C2)c(=O)[nH]1 (stereo not drawn) | 0 | 28 | 1 | 4 | -4 | -17 | -2 | -5 | -1
COc1ccc(C(CC(=O)N2CCC3(CC2)OCCO3)NS(=O)(=O)c2ccc(OC)cc2)cc1 (stereo not drawn) | 6 | 15 | 1.1 | 0 | -4 | -26 | -7 | -15 | 0
O=C1NC(=O)C(CCc2ccncc2)(c2ccccc2)C(=O)N1 | -28 | 14 | 1 | -1 | -2 | 11 | 2 | -4 | -6
COC(=O)C1=C(c2ccc(OC)c(OC)c2)C[C@@H]2CC[C@H]1N2C(=O)NCc1ccc(F)cc1 | 2 | -5 | 0.98 | -5 | 3 | -1 | -1 | 2 | -2
Cc1ccccc1CN1CCCN(Cc2ccc(Cl)cc2)S1(=O)=O | 19 | 11 | 0.95 | -3 | -3 | -11 | 2 | 5 | 7
Cc1ccc(N=C(/N=C(\N)N[N+](=O)[O-])Nc2ccc(C)cc2)cc1 | 8 | 18 | 1 | 5 | -2 | -55 | 3 | -4 | -2
O=[N+]([O-])NC1=NCN(Cc2ccco2)CN1Cc1ccco1 | 6 | 9 | 0.98 | 3 | -1 | -3 | 2 | 2 | -8
CC(=O)O[C@@H]1CC[C@]2(C)C3CC[C@@]4(C)C(C[C@@H](O)[C@@H]4O)C3[C@@H](OC(C)=O)C[C@H]2C1 (stereo partly drawn) | 13 | -42 | 0.98 | 8 | 0 | 2 | 0 | 2 | -24
O=C1NC(=O)N(Cc2ccc(F)cc2)C(=O)/C1=C\c1ccoc1 | 6 | 10 | 0.69 | 24 | -2 | -7 | 40 | 31 | 8
CN(C)c1ccc2c(c1)N=C(c1ccco1)OP2(=S)N1CCOCC1 (stereo not drawn) | 17 | 2 | 0.9 | 18 | -2 | -3 | -1 | 10 | 6
CC[N+](CC)(CC)CCCCCCCCCC[N+](CC)(CC)CC | 2 | 12 | 0.91 | -11 | -1 | 24 | -5 | 9 | 13
CCc1ccc(CN2CCCC(C(=O)c3sccc3C)C2)o1 (stereo not drawn) | 29 | -4 | 1 | -7 | -1 | 2 | -2 | -2 | -16
O=C(Nc1ccc(F)c([N+](=O)[O-])c1)N1C[C@H]2C[C@@H](C1)c1cccc(=O)n1C2 | 8 | -6 | 0.97 | 2 | -2 | -2 | 0 | 3 | 3
CCC(=NCC1CCCO1)c1c(O)n(-c2ccc(OC)cc2)c(=O)[nH]c1=O (stereo not drawn) | 18 | -8 | 1 | 3 | 2 | -1 | 9 | -1 | 8
CC(=NCc1ccc(F)cc1)c1c(O)n(C)c(=O)n(C)c1=O | 5 | 26 | 1 | -13 | 0 | 0 | 1 | 0 | 11
C=CCn1c(O)c(C(C)=Nc2cccc(C(F)(F)F)c2)c(=O)[nH]c1=O | 10 | 23 | 0.97 | -7 | -4 | -10 | -4 | 3 | 4
C[N+](C)(C)CC#CCN1CCCC1=O | 8 | -26 | 1 | 18 | -3 | 4 | 34 | -4 | 7
CC(Cc1ccccc1)[n+]1cc(/N=C(\[O-])Nc2ccccc2)on1 (stereo not drawn) | 11 | 10 | 0.93 | 1 | 2 | -6 | 0 | 7 | 6
O=C(Cn1cnc2ccccc2c1=O)NCCC(=O)N1CCC2(CC1)OCCO2 | 2 | -8 | 1 | -5 | -1 | 3 | -5 | -1 | -24
CC(=O)N1N=C(c2cccnc2)CC1c1ccccc1O (stereo not drawn) | -1 | -18 | 0.93 | -4 | -2 | 8 | 2 | 7 | -8
CN(C)c1ccc(/C=C2/C(=O)NC(=O)N(Cc3ccco3)C2=O)cc1 | 11 | -6 | 0.52 | 20 | -1 | -8 | 60* | 48* | -13
Cn1c(O)c(C(c2ccccn2)c2c(O)n(C)c(=S)[nH]c2=O)c(=O)[nH]c1=S | 11 | 17 | 0.83 | -1 | -4 | 0 | -5 | 17 | 15
COc1ccc(OC)c(NC2=NCCCS2)c1 | 2 | 5 | 0.88 | -2 | -5 | -4 | 2 | 12 | 1
COc1ccc2c(c1)CC1(CN2C)C(=O)NC(=O)N(c2ccc(F)cc2)C1=O (stereo not drawn) | 9 | 4 | 1 | -5 | -2 | 17 | -1 | 0 | -5
Cc1ccc(Cn2nnnc2CN2CCC(n3nnc4ccccc43)CC2)cc1 | 8 | 39 | 0.95 | -4 | -1 | 9 | -3 | 5 | 10
CC1(C)COC(Nc2cccc(Cl)c2)=N1 | 0 | -1 | 1.1 | 1 | -2 | -2 | 5 | -8 | -6
COc1ccc(OP(=O)(Nc2ccccc2)Nc2ccccc2)cc1 | -5 | 15 | 1.1 | -1 | -3 | -9 | 7 | -12 | 19
c1ccc(CNc2c3c(nc4ccccc24)CCC3)cc1 | 26 | -30 | 0.94 | -4 | -4 | 9 | 5 | 6 | -1
Cc1[nH]c2ccccc2c1CCNCc1ccco1 | 7 | -3 | 1 | 0 | -3 | 16 | -3 | 0 | 2
NP(=O)(Oc1ccccc1Cl)Oc1ccccc1Cl | 21 | 13 | 1 | -4 | -1 | -2 | -1 | -2 | 9
COc1ccc2c3c([nH]c2c1)C(C)=NCC3 | 6 | 1 | 1 | -5 | 5 | 8 | -2 | -1 | 6
Cc1ccc(C(=O)N[C@@H](C)CN2C3=NC[C@@H](Cc4ccccc4)N3C[C@H]2Cc2ccc(O)cc2)cc1Br | 3 | -4 | 1.1 | -5 | -9 | 1 | 0 | -8 | 7
CCOC(=O)C1=C(C)OC(N)=C(C#N)C12C(=O)Nc1ccc(C)cc12 (stereo not drawn) | 11 | 10 | 1 | -6 | 1 | 0 | -3 | -3 | -5

Assay outcomes deposited in PubChem by Sanford-Burnham Center for Chemical Genomics.

The list is partial; the hit share may differ from the screen's.
